# High-throughput results from PubChem.
# BLM inh = qHTS Assay for Inhibitors of Bloom's syndrome helicase (BLM). RecQ-like DNA helicase BLM (Homo sapiens), P54132. recombinant BLM DNA unwinding, fluorescence dequenching. Potency, µM (top dose mostly 56.1 µM), without a hit: top-dose activity change, negative = inhibition, hits mostly inhibitors. 350,000 tested, 0.2% active;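 also: plate controls were vehicle for no effect and no enzyme for full effect; nearly all actives have a fitted effect of over 35% in size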
# Pol beta inh = qHTS Assay for Inhibitors of DNA Polymerase Beta | P06746 | 340,000 tested, 1.3% active | Potency, µM (highest dose often 114 µM), inactives show at the top dose activity change, negative = inhibition, most hits filed as inhibitors | Pol beta primer extension/strand displacement, fluorescence kinetic; also: % is scaled to controls: 0 for no effect and ±100 for the full control effect
#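 Pol beta (10 nM) was preincubated with compound for 15 min at room temperature. The reaction was then started with 50 nM substrate and read immediately and after a further 10 min at room temperature.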
# Pol eta inh = qHTS for Inhibitors of Polymerase Eta; Potency, µM (top dose mostly 114 µM), for the others: at the highest dose activity change, negative = inhibition, hits mostly inhibitors; 390,000 tested, 1.2% active; AID 588591, 2011; recombinant Pol eta, fluorescent DNA replication assay; also: % is scaled to controls: 0 for no effect and ±100 for the full control effect
#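 Pol eta at 10 nM preincubated with compounds 15 min at room temperature; reaction started with fluorescent substrate (50 nM final) and read kinetically at 0 and 10 min.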
# BAZ2B block = qHTS Assay for Inhibitors of BAZ2B; Bromodomain adjacent to zinc finger domain protein 2B (Homo sapiens), Q9UIF8; AlphaScreen BAZ2B-H3K14Ac peptide displacement; Potency, µM (highest dose often 114 µM), for the others: at the highest dose activity change, negative = inhibition, actives largely listed as inhibitors; 360,000 tested, 4.4% active; also: % is scaled to controls: 0 for no effect and ±100 for the full control effect; nearly all actives have a fitted effect of over 60% in size
#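 Multi-concentration screen (max 110 uM) measuring displacement of acetylated histone H3 peptide from BAZ2B by AlphaScreen, using 50 nM protein, 50 nM peptide and 10 ug/mL streptavidin donor plus Ni-chelate acceptor beads.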
# POLI inh = qHTS for Inhibitors of Polymerase Iota | DNA polymerase iota (Homo sapiens), Q9UNA4 | Pol iota fluorescent replication assay, 10 min | Potency, µM (titrated, usually from 115 µM), for the others: at the top dose activity, negative = inhibition, usual class: inhibitors | 390,000 tested, 1% active
#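 Pol iota at 10 nM preincubated 15 min with compounds at room temperature; reaction started with fluorescent substrate, 50 nM final. Fluorescence read kinetically at 0 and 10 min; buffer-only wells as negative control.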
# APE1 inh = qHTS Assay for Inhibitors of the Human Apurinic/apyrimidinic Endonuclease 1 (APE1) | recombinant APE1, TAMRA/BHQ-2 abasic DNA cleavage fluorescence | Potency, µM (titrated, usually from 65.8 µM), without a hit: top-dose activity change, negative = inhibition, most hits filed as inhibitors | 350,000 tested, 0.35% active | AID 2517, 2012;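 also: plate controls were vehicle for no effect and reference inhibitor for full effect; nearly all actives have a fitted effect of over 55% in size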
#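 APE1 at 0.75 nM final was preincubated with compound 15 min at room temperature, then 50 nM double-stranded THF abasic-site substrate (5'-TAMRA/3'-BHQ-2) was added. Fluorescence (ex 525/em 598 nm) was read kinetically; third-minus-first read gave activity.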
# G9a block = qHTS Assay for Inhibitors of Histone Lysine Methyltransferase G9a | Histone-lysine N-methyltransferase EHMT2 (Homo sapiens), Q96KQ7 | G9a H3K9 monomethylation, AlphaScreen, 2 h | Potency, µM (top dose mostly 102 µM), for inactives: at the highest dose activity, negative = inhibition, actives largely listed as inhibitors | 350,000 tested, 8.8% active; also: % is scaled to controls: 0 for no effect and ±100 for the full control effect; nearly all actives have a fitted effect of over 75% in size
#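 Chemiluminescent proximity detection of H3K9 monomethylation, read after 10 min bead incubation in the dark. Reaction: 20 nM G9a, 500 nM biotin-H3K9 peptide, 20 uM SAM cofactor, 2 h, room temperature, following 15 min enzyme-compound preincubation.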
# Pol kappa inh = qHTS for Inhibitors of Polymerase Kappa; DNA polymerase kappa (Homo sapiens), Q9UBT6; purified Pol kappa, fluorescent DNA synthesis assay, 10 min; Potency, µM (doses to about 107 µM), without a hit: top-dose activity, negative = inhibition, most hits filed as inhibitors; 400,000 tested, 0.53% active; AID 588579, 2011; also: % is scaled to controls: 0 for no effect and ±100 for the full control effect
#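 First, compounds were pin-transferred onto 10 nM Pol kappa. After 15 min at room temperature, substrate was added to 50 nM final. Fluorescence was then measured kinetically at 0 and 10 min.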
# Apoferritin bind = qHTS Assay for Identification of Novel General Anesthetics; Ferritin light chain (Equus caballus), P02791; apoferritin/1-aminoanthracene competitive binding, fluorescence; Potency, µM (series often up to 77.5 µM), for inactives: at the highest dose activity change, negative = displacement, hits mostly inhibitors; 350,000 tested, 0.074% active; AID 485281, 2010; also: % is scaled to controls: 0 for no effect and ±100 for the full control effect; nearly all actives have a fitted effect of over 20% in size
#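 Apoferritin-based anesthetic binding model; compound displacement of fluorescent 1-AMA measured as endpoint fluorescence after 10 minutes at room temperature, scaled to free-ligand and complex controls.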
# * = called active by the depositor; ? = inconclusive; / = not tested or not shown; & = joins results of further samples; [ ] = remark or other dose. Calls follow the shape of the dose curve; as a rule, active = well fitted curve in the direction sought with a large enough effect; inconclusive = small, poorly fitted or top-dose-only effect, or another doubt; inactive = no such curve, though single readings can be large; an effect the other way counts as inactive or inconclusive. Potency is read from the fitted curve at half-maximal effect. This is a subset (hit frequency here may not be typical).
SMILES,BLM inh,Pol beta inh,Pol eta inh,BAZ2B block,POLI inh,APE1 inh,G9a block,Pol kappa inh,Apoferritin bind
CCOC(=O)C1(CCc2ccccc2)CCN(Cc2ccn[nH]2)CC1,-3%,-4%,-7%,0%,11%,24%,/,-4%,-6%
O=C(C1CC1)N1N=C(c2ccccc2)CC1(O)C(F)(F)C(F)(F)F (stereo unspecified),-5%,8%,-18%,5%,36%[activator],-2%,10%[0.501 µM],-5%,-17%
CCOC(=O)n1cc(-c2cnc(CNC(=O)C(C)(c3ccccc3)c3ccccc3)o2)c2ccccc21,-12%,?,-7%,-31%,-4%,?,45µM*,-11%,-11%
O=C(CSc1nc2ccccc2o1)N1CCN(S(=O)(=O)c2ccc3ccccc3c2)CC1,1%,18%,0%,-4%,-6%,0%,-9%[59 µM],-7%,-13%
Cc1cccc(N(CC(=O)Nc2cccnc2)S(C)(=O)=O)c1,-1%,36%,-3%,-10%,17%,19%,/,9%,9%
CC(C)Cn1c(N)c(C(=O)COC(=O)c2ccc3c(c2)OCCO3)c(=O)n(C)c1=O,-5%,5%,-16%,11%,24%,-12%,-4%[12.7 µM],-9%,-5%
CCOC(=O)c1c(C)[nH]c(C(=O)OCC(=O)N(CC(C)C)c2c(N)n(Cc3ccccc3)c(=O)[nH]c2=O)c1C,/,/,-18%,1%,11%,12%,16µM*,-15%,/
COc1ccccc1NCc1cc(=O)oc2c(C)c(O)ccc12,-4%,-25%,-23%,-28%,32%[activator],6%,?,-10%,-12%
Cc1cc(C)cc(C(=O)Nc2ccc(NC(=O)c3cccs3)cc2)c1,-3%,1%,-3%,-4%,20%,-1%,84%[activator],-4%,-4%
CN1CCN(C(=O)CCn2c(=O)c3cccn3c3cccnc32)CC1,-6%,-19%,-1%,-3%[57.1 µM],27%,33%,7%,-6%,-3%
CC(=O)c1c(C)n(CC(=O)NCc2ccc3c(c2)OCO3)c2ccccc12,-1%,26%,-2%,0%,-13%,1%,-3%[59 µM],-14%,-6%
CCCCCCCCCCCCC/C=C/[C@@H](O)[C@@H](N)COP(=O)(O)O,0%&-2%,/,/,/,/,1%&-1%,34%[59 µM],-9%[60.1 µM],0%
Cn1c(SCC(=O)c2ccccc2)nnc1-c1ccc(O)cc1,-2%,1%,-18%,-4%,20%,-1%,-5%[12.7 µM],-3%,-24%
O=[N+]([O-])c1ccc(Cl)c(/C=N/n2c(COc3ccccc3)n[nH]c2=S)c1,-3%,-24%,-4%,-9%,-14%,-4%,8.9µM*,4%,4%
COCCNC(=O)c1cc(-c2cccs2)on1,4%,11%,-18%,10%,25%,6%,5%[59 µM],8%,5%
Cc1cc(C=C2C(=O)c3ccccc3C2=O)c(C)n1-c1ccccc1,-5%,21%,-24%,-5%,-7%[58.9 µM],-5%,-11%,-4%,-21%
C/C(=N\Nc1c([N+](=O)[O-])c(C)nn1C)c1ccc(F)cc1F,-1%,38%,?,15%,155%[activator],17%,8%,5%,-4%
On1nnc2c3ccccc3c3ccccc3c21,7%,-1%,-17%,-37%,61%[activator],-1%,/,-12%,0%
COc1ccc(Cl)cc1NC(=S)NCc1cccnc1,0%,2%,-5%,-22%,7%,-5%,-30%,-14%,-5%
CN(C)CCNC(=O)c1ccc2nc(Cc3ccccc3)oc2c1,7%,3%,-4%,-3%,11%,/,-8%[59 µM],-16%[60.1 µM],-5%
CCOCCCn1c(=N)c(C(=O)NCc2cccnc2)cc2c(=O)n3ccccc3nc21,7%,1%,-18%,-14%,5%,/,-3%[59 µM],-3%,514%[activator]
Cc1ccc(NC(=O)CN2c3cccc4cccc(c34)S2(=O)=O)cc1S(=O)(=O)N1CCOCC1,-5%,12%,-2%,6%,36%,10%,-6%[59 µM],-10%,7%
CCOC(=O)/C=C(\C)Nc1cc(C)nn1-c1ccccc1,0%,0%,-13%,-20%,47%[activator],2%,-43%,-5%,-8%
Cn1c(Cc2cccc3ccccc23)nnc1SCC(=O)N1CCN(c2cccc(Cl)c2)CC1,-11%,0%,-12%,-35%,-12%,-1%,?,-15%,58%[activator]
COc1ccc(CCC(=O)NCCOc2ccc(Cl)cc2)cc1,2%,-1%,-24%,8%,161%[activator],52%[activator],66%[activator],1%,3%

# Going on with the list.
SMILES,BLM inh,Pol beta inh,Pol eta inh,BAZ2B block,POLI inh,APE1 inh,G9a block,Pol kappa inh,Apoferritin bind
COc1cccc(-c2cc(C(F)(F)F)nc(N3CCCCC3)n2)c1,-5%,42%,-4%,199%[activator],-5%,0%,42%[12.7 µM],-5%,-9%
COc1ccc(C(F)(F)F)cc1N/C=C/c1nnnn1-c1ccc(C)cc1,-7%,26%,-10%,10%,24%,?,/,-2%,-17%
CCNc1ncc2nc(-c3ccccc3)c(=O)n(Cc3cccc(OC)c3)c2n1,3%,/,/,/,/,2%,5%[0.501 µM],-4%[60.1 µM],/
O=C(CCc1nc2ccccc2c(=O)[nH]1)NCc1cccc(Cl)c1,1%,12%,1%,3%,-10%,1%,-29%[59 µM],-6%,-12%
Cc1cccc(C)c1Nc1nnc(SCC(=O)c2ccc3c(c2)NC(=O)CO3)s1,-7%,27%,-5%,-5%,17%,-7%,11µM*,-4%,?
Cc1ccc(CNC(=O)COc2ccc(S(=O)(=O)NC(C)C)cc2)cc1,-2%,11%,4%,-4%,15%,17%,14%[59 µM],-1%,-8%
Cc1ccc(C(=O)Nc2cccnc2)cc1NC(=O)c1ccco1,-10%,-9%,-10%,6%,10%,-4%,-3%[59 µM],6%,-16%
COC(=O)/C(=C\Nc1ccc(Oc2ccc(F)cc2F)nc1)NC(=O)c1ccccc1,-5%,-1%,-10%,-17%,30%,-1%,0%,7%,-6%
C=CCN1C(=O)C2C(C(=O)NC)C3C=CC2(O3)C1C(=O)NCc1ccc(OC)cc1 (stereo unspecified),0%,16%,4%,10%,18%,-4%,-4%[59 µM],-7%,-5%
CCOC1=NC(C(=O)O)c2ccccc2/C(=C(/C)Cl)N1 (stereo unspecified),2%,0%,-7%,17%,-6%,2%,34%,6%,-13%
CNC(=O)/C(C#N)=C/c1c(N2CC(C)OC(C)C2)nc2ccccn2c1=O (stereo unspecified),2%,2%,-14%,21%,26%,0%,-12%,-19%,59%[activator]
CCCCNC(=O)c1c(CSc2ccccc2)noc1C(=O)NCc1ccccc1,-10%,-34%,-12%,24%,-13%,-2%,41%[59 µM],0%,-12%
COc1ccc(C(=O)NC(=S)N(C)Cc2ccccc2)cc1Br,-1%,-28%,-16%,-4%,76%[activator],-2%,/,-1%,-2%
COc1ccccc1NS(=O)(=O)c1cc(NC(=O)c2[nH]c(C)c(C(C)=O)c2C)ccc1N1CCOCC1,-7%,14%,-10%,-22%,5%,-6%,?,-8%,-5%
O=C(CC1Sc2ccccc2NC1=O)Nc1cccc(-c2nnc3n2CCCCC3)c1 (stereo unspecified),-2%,-14%,-13%,0%,?,-2%,0%[59 µM],0%,-15%
CC1(C)CC(O)(CNCc2ccc3c(c2)OCO3)CCO1 (stereo unspecified),-9%,0%,-1%,-5%,-2%,12%,14%,-7%,-11%
CCc1nc2nc(C)c(NS(=O)(=O)c3ccc(Cl)s3)c(=O)n2[nH]1,0%,19%,-6%,-3%,29%,5%,27%,-8%,-5%
O=C(N/N=C/c1ccc2c(c1)OCO2)C1CC1,0%,22%,-15%,-12%,20%,-1%,/,14%,-14%
O=C(CNS(=O)(=O)c1ccccc1)NCc1ccccn1,-3%,4%,-8%,-3%,-9%,11%,6%,4%,6%
CN(C)c1ncc([N+](=O)[O-])cc1C(F)(F)F,1%,4%,0%,-2%,10%[58.9 µM],5%,17%,-10%,-3%
COc1cc(/C=C(/C#N)C(=O)NCc2ccccc2)cc(OC)c1OC,2%,39%,-3%,-2%,-4%,-11%,/,-19%,-21%
Cc1ccc(-n2cnc3scc(-c4cccs4)c3c2=O)cc1,-8%,-24%,-14%,1%,-1%,-3%,-6%[59 µM],-11%,-14%
CCCCN1C(=O)NC2NC(=O)NC21 (stereo unspecified),-1%,-14%,-11%,20µM*,12%,6%,25µM*,-13%,-2%
CCOc1cc2sc(N3CCC(C(=O)Nc4ccc(C)cc4)CC3)nc2cc1Br,-1%,34%,-3%,-10%,-2%,/,2%[59 µM],5%,-14%
O=c1c2cnn(-c3ccccc3Cl)c2ncn1Cc1cccnc1,0%,20%,-6%,-4%,-5%,2%,4%,-8%,-13%
O=C(/C=C/c1ccc2c(c1)OCO2)N1CCN(c2ccc(Cl)cc2)CC1,-5%,3%,-12%,5%,-4%,3%,16%[59 µM],-1%,-7%
CS(=O)(=O)c1sc(C(=O)NC(=O)Nc2cccc(C(F)(F)F)c2)c2c1C=CCC2,1%,1%,-14%,-22%,-1%,3%,6%,-11%,-8%
Cc1ccc(Oc2c(C(F)(F)F)oc3cc(OCC(=O)NC4CCCCC4)ccc3c2=O)cc1,-4%,25%,/,3%,34%[activator],/,-8%[59 µM],0%,-11%

# Quoted at random: 5 compounds from above, in no set order.
SMILES,BLM inh,Pol beta inh,Pol eta inh,BAZ2B block,POLI inh,APE1 inh,G9a block,Pol kappa inh,Apoferritin bind
CCCCN1C(=O)NC2NC(=O)NC21 (stereo unspecified),-1%,-14%,-11%,20µM*,12%,6%,25µM*,-13%,-2%
CS(=O)(=O)c1sc(C(=O)NC(=O)Nc2cccc(C(F)(F)F)c2)c2c1C=CCC2,1%,1%,-14%,-22%,-1%,3%,6%,-11%,-8%
O=C(CNS(=O)(=O)c1ccccc1)NCc1ccccn1,-3%,4%,-8%,-3%,-9%,11%,6%,4%,6%
Cc1ccc(-n2cnc3scc(-c4cccs4)c3c2=O)cc1,-8%,-24%,-14%,1%,-1%,-3%,-6%[59 µM],-11%,-14%
COc1ccc(C(F)(F)F)cc1N/C=C/c1nnnn1-c1ccc(C)cc1,-7%,26%,-10%,10%,24%,?,/,-2%,-17%
